# EPAC1 antag – EPAC1 (human) antagonism | EPAC1 GEF assay, Rap1b-BODIPY-GDP exchange fluorescence | O95398 | Potency, µM (top dose mostly 115 µM), for the others: top-dose activity change, negative = inhibition, most hits filed as inhibitors | actives 0.14% (n = 360,000) | AID 720709;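 also: potency is read from the fitted curve at half-maximal effect; plate controls were vehicle for no effect and positive control for full effect; nearly all actives have a fitted effect of over 50% in size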
# FUS yeast rescue – FUS proteinopathy suppression in yeast; Potency, µM (series often up to 76.6 µM), for the others: at the top dose growth rescue (activation), actives largely listed as activators; S. cerevisiae FUS-expressing, growth rescue, OD600, 24 h; actives 0.24% (n = 390,000);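 also: potency is read from the fitted curve at half-maximal effect; plate controls were DMSO vehicle for no effect and reference control for full effect; nearly all actives have a fitted effect of over 55% in size; some results filed as inactive show a strong effect at the top dose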
#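 S. cerevisiae expressing FUS from galactose induction served as the toxicity model. Growth after 24hr at 30C, read as absorbance at 600 nm, indicates suppression of toxicity; compounds dosed at several concentrations.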
# EPAC1 ag – activates human EPAC1 exchange factor; Potency, µM (highest dose often 154 µM), for inactives: at the top dose activation, actives largely listed as activators; actives 0.073% (n = 360,000); EPAC1 agonist qHTS, biochemical assay; response scale: 100% = response to 6.5 mM cAMP; O95398; AID 720707; also: potency is read from the fitted curve at half-maximal effect; nearly all actives have a fitted effect of over 60% in size
#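 Compounds were pinned as a concentration titration into mixtures of EPAC1 (100 nM), BODIPY-GDP-loaded Rap1B (250 nM) and GDP (50 uM). After 5 min at room temperature, fluorescence was followed for 30 min; activity was scaled to 6.5 mM cAMP.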
# PI5P4K alpha inh – blocks human PI5P4K alpha kinase activity. P48426. PI5P4Kalpha enzyme, ADP-Glo luminescence, 60 min; stronger effect = lower value. max response, %. actives 1.2% (n = 330,000). AID 652105; active = max response of -50% or lower; inconclusive = between -30% and -50%; inactive = -30% or higher; also: value at the top dose of about 77 µM; % is scaled to controls: 0 for no effect and ±100 for the full control effect
# Target sequence (P48426 whole entry, looked up): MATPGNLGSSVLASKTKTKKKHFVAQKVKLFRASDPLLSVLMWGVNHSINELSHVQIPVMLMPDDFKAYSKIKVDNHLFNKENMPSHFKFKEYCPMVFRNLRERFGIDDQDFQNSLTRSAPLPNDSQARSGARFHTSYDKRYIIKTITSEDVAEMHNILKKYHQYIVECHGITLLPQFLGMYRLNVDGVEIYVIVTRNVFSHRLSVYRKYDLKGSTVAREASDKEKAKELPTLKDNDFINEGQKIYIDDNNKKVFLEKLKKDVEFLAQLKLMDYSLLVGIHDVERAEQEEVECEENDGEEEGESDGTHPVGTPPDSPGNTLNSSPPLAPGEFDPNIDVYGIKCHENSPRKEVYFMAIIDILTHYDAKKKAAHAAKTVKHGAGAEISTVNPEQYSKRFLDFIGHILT
#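 ADP-Glo luminescence end-point read after a 60 min room-temperature kinase reaction of PI5P4Kalpha plus substrate, initiated with ATP at 5 microM final. Buffer: 0.038 M HEPES pH 7.4, EGTA, 0.1% CHAPS, 5% DMSO.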
# PLK1 PBD inh – inhibitors of human PLK1 polo-box domain binding. P53350. Plk1 PBD binding of FITC phosphopeptide, fluorescence polarization. Potency, µM, inactives show max response, negative = inhibition, most hits filed as inhibitors. actives 2.8% (n = 360,000). AID 720504; also: potency is read from the fitted curve at half-maximal effect; series mostly up to about 57 µM; % is scaled to controls: 0 for no effect and ±100 for the full control effect; nearly all actives have a fitted effect of over 65% in size
# Target sequence (P53350 whole entry, looked up, the tested form may be a part): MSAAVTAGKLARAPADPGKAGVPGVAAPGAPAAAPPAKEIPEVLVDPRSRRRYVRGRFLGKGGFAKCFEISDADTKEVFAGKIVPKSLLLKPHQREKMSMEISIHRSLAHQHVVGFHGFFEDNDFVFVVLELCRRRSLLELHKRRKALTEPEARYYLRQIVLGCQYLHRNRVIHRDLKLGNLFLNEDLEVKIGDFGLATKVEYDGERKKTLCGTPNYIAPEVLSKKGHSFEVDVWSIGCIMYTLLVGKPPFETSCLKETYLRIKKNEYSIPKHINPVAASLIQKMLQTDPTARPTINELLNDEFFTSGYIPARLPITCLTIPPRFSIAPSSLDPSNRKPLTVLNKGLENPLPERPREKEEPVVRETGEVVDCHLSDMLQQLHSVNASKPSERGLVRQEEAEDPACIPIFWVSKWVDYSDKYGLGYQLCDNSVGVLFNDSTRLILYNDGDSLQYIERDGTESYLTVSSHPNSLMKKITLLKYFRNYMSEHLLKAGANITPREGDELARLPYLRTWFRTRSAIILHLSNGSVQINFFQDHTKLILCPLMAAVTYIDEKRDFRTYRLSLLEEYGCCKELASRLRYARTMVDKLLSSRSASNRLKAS
# Abeta yeast res – restores growth of yeast expressing A-beta42 peptide. yeast expressing A-beta42, growth rescue, OD600, 48 h; response scale: 0% DMSO, 100% iron-clioquinol control. Potency, µM (top dose mostly 46.1 µM), for inactives: at the highest dose growth rescue, most hits filed as activators. actives 0.063% (n = 410,000). AID 1347071; also: potency is read from the fitted curve at half-maximal effect; nearly all actives have a fitted effect of over 55% in size
#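 Yeast A-beta toxicity model in growth medium with pinned compounds, 48 h at 30 C; growth read as absorbance at 600 nm. Normalized to FeCl3/clioquinol equimolar mix (positive) and DMSO (negative).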
# WRN inhibitor – inhibitors of human WRN helicase. actives 0.46% (n = 360,000). Potency, µM (top dose mostly 114 µM), inactives show top-dose activity change, negative = inhibition, actives largely listed as inhibitors. Q14191. AID 651768. WRN helicase unwinding, fluorescent forked duplex, kinetic; also: potency is read from the fitted curve at half-maximal effect; % is scaled to controls: 0 for no effect and ±100 for the full control effect; nearly all actives have a fitted effect of over 55% in size
#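 Enzyme (20 nM final) and test compound sit together 15 min at room temperature before substrate addition. Substrate is a single-forked duplex oligonucleotide (100 nM) labelled with fluorophore and quencher, with 2 mM ATP; helicase unwinding raises red fluorescence, read kinetically.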
# IL2 activator – activators of IL-2; IL-2 activation reporter assay, cell-based qHTS; stimulated with anti-CD3/CD4/CD28 beads; in transgenic mouse T cells; activation, % (series mostly up to about 46 µM); actives 0.065% (n = 360,000); in the data active = activation above about 50%; inconclusive = mostly about 30% to 49%; also: 0% is about no effect
#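 Unstimulated transgenic mouse T cells; 60-min compound exposure; bead-based TCR/CD4/CD28 stimulation; 18 h culture, 37 degrees C; dual fluorescence (EGFP, DsRed) plate cytometry.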
# The depositor's hits bear a star; ? = inconclusive; . = not tested or not shown; [ ] = another dose, or the depositor's remark. Unless noted, calls follow the shape of the dose curve; as a rule, active = well fitted curve in the direction sought with a large enough effect; inconclusive = small, poorly fitted or top-dose-only effect, or another doubt; inactive = no such curve, though single readings can be large; an effect the other way counts as inactive or inconclusive. Outcome played no part in choosing rows; 4.1% or so of the library scored in one or more.
# Values in the order – EPAC1 antag | FUS yeast rescue | EPAC1 ag | PI5P4K alpha inh | PLK1 PBD inh | Abeta yeast res | WRN inhibitor | IL2 activator
1	C/C(=N/NC(=O)c1ccoc1C)C12CC3CC(CC(C3)C1)C2
→ 0% | 6% | 0% | 5 | 0% | 11% | -2% | 0.1
2	N#Cc1c(NC(=O)c2cnccn2)sc2c1CCCC2
→ 4% | . | -14% | ? | 27µM* | -7% | -28% | -0.2
3	CC(=O)Nc1ccc(S(=O)(=O)N(C)c2ccc(OCCOc3ccccc3F)cc2)cc1
→ -14% | 13% | -9% | -13 | -7% | 7% | -36% | 2.9
4	N#C/C(=C/c1ccccc1)c1nn(CCO)c(N)c1C#N
→ 15% | 24% | -3% | -10 | -2% | 2% | -5% | 1.8
5	O=C(COc1ccc(F)cc1)Nc1c(C(=O)N2CCC(N3CCCCC3)CC2)oc2ccccc12
→ 4% | -3% | -3% | -2 | 4% | . | 4% | 1.0
6	CC1=C(C(=O)N(C(C)C)C(C)C)CC(CC(=O)NCc2cccs2)C(=O)N1Cc1ccc(F)cc1 (centres undefined)
→ -20% | 42% | -11% | 2 | 1% | -2% | -10% | -0.1
7	O=C(O)C(Cc1ccccc1)N1C(=O)C2C3CCC(C3)C2C1=O (centres undefined)
→ -14% | -17% | 1% | 2 | -8% | 3% | -10% | 1.3
8	O=C(NC1CCCC1)c1cc(-c2cccs2)on1
→ 3% | 8% | 6% | . | -7% | 13% | -3% | -2.5
9	O=C(Nc1nc(-c2ccccc2)c(-c2ccccc2)o1)c1ccc(F)cc1
→ -14% | 10% | 5% | -26 | 3µM* | 11µM* | -2% | -0.7
10	CSc1ccc(/C=C/C(=O)c2ccc(NC(=O)Cc3ccccc3)cc2)cc1
→ 15% | 22% | 7% | . | 5% | 10% | -7% | -3.5
11	CCN(CC)c1ccc(/C=N/N2CCN(Cc3cccc4ccccc34)CC2)c(O)c1
→ 13% | 26% | 14% | . | -10% | -22% | -6% | 2.0
12	Cn1nnnc1SCC(=O)Nc1cccc([N+](=O)[O-])c1
→ -12% | -6% | 3% | 6 | 2% | -3% | -1% | 0.7
13	CS(=O)(=O)N(CC(=O)NCc1ccccc1Cl)C1CCCCC1
→ 7% | -13% | 0% | 1 | -11% | 1% | 6% | -1.9
14	O=S(=O)(c1ccccc1)[C@@]1(c2ccccc2)C[C@@H]2ON=C(c3cccc(Br)c3)[C@@H]2C1
→ -10% | -11% | -14% | -5 | -4% | 6% | -1% | 0.3
15	O=C(CSc1ncc(-c2ccccc2)[nH]1)Nc1cccc(O)c1
→ -1% | 4% | 9% | . | -6% | 6% | -9% | 0.1

# The results go on:
# Values in the order – EPAC1 antag | FUS yeast rescue | EPAC1 ag | PI5P4K alpha inh | PLK1 PBD inh | Abeta yeast res | WRN inhibitor | IL2 activator
16	O=C(O)c1ccccc1NS(=O)(=O)c1ccc(NN=Cc2ccccc2F)c([N+](=O)[O-])c1
→ ? | 3% | 13% | ? | 24µM* | -4% | 79µM* | -0.1
17	NC(=S)COc1ccccc1
→ 1% | -4% | 3% | 4 | -1% | 5% | -30% | 5.8
18	O=C(c1cc(-c2ccco2)nn1-c1cccc(Cl)c1)N1CCCCC1
→ ? | ? | -4% | -82* | 27µM* | -6% | 56µM* | -0.5
19	O=C1c2ccccc2C2(c3ccccc3)NCCCN12 (centres undefined)
→ -7% | 23% | 13% | 1 | 3% | 5% | 5% | 1.3
20	O=C1c2ccccc2C(=O)N1CCc1nc2ccccc2c(=O)n1CCCn1ccnc1
→ -1% | -7% | 0% | -7 | -4% | 16% | -25%[57.1 µM] | -1.4
21	COc1cccc(CN(C)C[C@@H]2OCc3cnnn3CCCC(=O)N([C@H](C)CO)C[C@H]2C)c1
→ 8% | 19% | -4% | 1 | 0% | -1% | 7% | -1.3
22	C=CCN(CC=C)CCOc1ccc(OC(C)C)cc1
→ -5% | 0% | -4% | 2 | -2% | -26% | 4% | -3.8
23	CCOc1ccccc1OCCC(=O)NNC(=O)Cn1nc(C)cc1C
→ -1% | -26% | -1% | 9 | 5% | -1% | 2% | -0.4
24	CCCn1cnc2cc(NCc3ccccc3O)ccc21
→ -19% | -18% | 9% | 0 | -9% | -7% | 0% | 2.7
25	CN(CC(=O)Nc1ccc(N2CCOCC2)cc1)C(=O)CSc1ccc(Br)cc1
→ 1% | . | 4% | 4 | ? | -2% | -26% | 4.9
26	CC1(C)OC(c2ccccc2)=C/C(=C\C=N\NC(=O)c2ccncc2)O1
→ 2% | 11% | 1% | -4 | 2% | -28% | -5% | 0.5
27	Cc1ccc(NC(=O)CSc2nc3ccc(Nc4nc(N5CCOCC5)nc(N5CCOCC5)n4)cc3s2)cc1
→ -24% | 7% | 10% | -6 | -5% | 5% | -6% | -4.1
28	CCOc1ccccc1NC(=O)Cc1ccccc1OC
→ -26% | 15% | -2% | 1 | ? | 23% | 3% | 3.3
29	Cc1ccc(NC(=O)CSc2nnc(NC(=O)C3CC3)s2)cc1C
→ -12% | 2% | 6% | -11 | -3% | -2% | ? | -0.6
30	C/C(=N\Nc1nccnc1Cl)c1ccc(Br)cc1
→ 2% | -29% | 8% | 5 | -1% | 5% | -11% | 0.4

# 3 records picked at random from those above, as already listed:
# Values in the order – EPAC1 antag | FUS yeast rescue | EPAC1 ag | PI5P4K alpha inh | PLK1 PBD inh | Abeta yeast res | WRN inhibitor | IL2 activator
16	O=C(O)c1ccccc1NS(=O)(=O)c1ccc(NN=Cc2ccccc2F)c([N+](=O)[O-])c1
→ ? | 3% | 13% | ? | 24µM* | -4% | 79µM* | -0.1
10	CSc1ccc(/C=C/C(=O)c2ccc(NC(=O)Cc3ccccc3)cc2)cc1
→ 15% | 22% | 7% | . | 5% | 10% | -7% | -3.5
18	O=C(c1cc(-c2ccco2)nn1-c1cccc(Cl)c1)N1CCCCC1
→ ? | ? | -4% | -82* | 27µM* | -6% | 56µM* | -0.5

# Profiles as entered above.
# Listed for O=C(CSc1ncc(-c2ccccc2)[nH]1)Nc1cccc(O)c1 = EPAC1 antag = -1%; FUS yeast rescue = 4%; EPAC1 ag = 9%; PI5P4K alpha inh = .; PLK1 PBD inh = -6%; Abeta yeast res = 6%; WRN inhibitor = -9%; IL2 activator = 0.1
# Listed for N#C/C(=C/c1ccccc1)c1nn(CCO)c(N)c1C#N = EPAC1 antag = 15%; FUS yeast rescue = 24%; EPAC1 ag = -3%; PI5P4K alpha inh = -10; PLK1 PBD inh = -2%; Abeta yeast res = 2%; WRN inhibitor = -5%; IL2 activator = 1.8
# Listed for CSc1ccc(/C=C/C(=O)c2ccc(NC(=O)Cc3ccccc3)cc2)cc1 = EPAC1 antag = 15%; FUS yeast rescue = 22%; EPAC1 ag = 7%; PI5P4K alpha inh = .; PLK1 PBD inh = 5%; Abeta yeast res = 10%; WRN inhibitor = -7%; IL2 activator = -3.5

# Continued.
# Values in the order – EPAC1 antag | FUS yeast rescue | EPAC1 ag | PI5P4K alpha inh | PLK1 PBD inh | Abeta yeast res | WRN inhibitor | IL2 activator
31	O=C1c2nccnc2C(=O)N1c1ccc(F)cc1
→ 11% | -17% | -2% | 5 | 3% | -9% | -10% | 2.2
32	CC1=Nc2ccccc2/C1=C/c1sc(=O)n(CC(=O)N2CCCC2)c1O
→ 14% | 26% | -12% | 0 | -3% | -15% | 3% | -0.9
33	CCN(Cc1ccccc1)C(=O)Cc1ccc(OC)c(S(=O)(=O)N2CCOCC2)c1
→ -2% | 11% | -1% | 1 | -6% | 8% | -16% | 2.1
34	CCN1CCN(C(=O)c2cccc(OC3CCN(S(C)(=O)=O)CC3)c2)[C@@H](C)C1=O
→ -6% | . | -3% | -7 | 0% | 7% | 5% | -0.6
35	COc1cccc(/C=N/NC(=O)CN2CC(c3ccccc3)CC2=O)c1OC (centres undefined)
→ 1% | 8% | 8% | 0 | -16% | -8% | -3% | -4.3
36	Cc1ccccc1C1=Nn2c(nnc2-c2ccco2)SC1
→ -19% | 8% | 12% | 0 | -3% | 8% | -6% | 0.9
37	O=C(COC(=O)c1ccc2ncsc2c1)NC(=O)NCc1ccccc1
→ -5% | -13% | -5% | 10 | 2% | 0% | -6% | 0.0
38	FC(F)(F)c1nc2ccccc2c2nc3ccccc3n12
→ -2% | 9% | 7% | 2 | 5% | -3% | 12%[57.1 µM] | 0.4
39	Cc1ccc(C)c(Oc2nnnn2-c2ccccc2)c1
→ -16% | -4% | 7% | -3 | 0% | -13% | -3% | 0.3
40	CC(=O)Cc1cc(O)c2ccccc2c1OC(=O)c1ccccc1
→ 3% | 12% | 2% | -7 | -12% | 14% | -13% | -0.8
41	CCC(=O)Nc1cccc(-n2nnnc2SCC(=O)N(C(C)C)C(C)C)c1
→ 4% | -9% | -8% | 3 | -4% | -1% | 7% | -3.1
42	Cc1c2cnn(CC(=O)NCc3ccccn3)c(=O)c2c(C)n1Cc1ccccc1
→ -4% | -7% | -4% | 2 | -12% | -6% | 1% | -0.8
43	NS(=O)(=O)c1ccc(CCNC(=O)c2ccc(Cn3c(=O)[nH]c4ccccc4c3=O)cc2)cc1
→ -10% | 1% | -12% | -9 | -22% | -18% | -4% | 0.9
44	CCCC(c1nnnn1Cc1ccccc1)N1CCN(c2ccccc2OC)CC1 (centres undefined)
→ 12% | 6% | 6% | -4 | -3% | -7% | -3% | 0.1
45	O=C(NNS(=O)(=O)c1ccc(Cl)cc1)c1cnn(-c2ccccc2)c1-n1cccc1
→ 1% | -3% | 2% | 8 | -6% | 8% | 8% | -0.5
46	CN(C(=O)COc1cc(C(F)(F)F)nn1C)c1ccccc1
→ 2% | -2% | 9% | 1 | 0% | 7% | -7% | -0.8
47	COc1ccc(CNC(=O)Nc2nc(C(N)Cc3ccc(Cl)cc3)cs2)cc1 (centres undefined)
→ -5% | 30% | 2% | 3 | -4% | 8% | 8%[57.1 µM] | -1.0
48	CC1CCN(Cc2nnnn2CCCC(=O)NCCc2cnn(C)c2)CC1
→ 2% | -12% | -3% | 2 | -7% | 1% | 4% | 0.9

# Records listed so far printed as active in WRN inhibitor:
entry	SMILES	EPAC1 antag	EPAC1 ag	PI5P4K alpha inh	PLK1 PBD inh	WRN inhibitor	IL2 activator
16	O=C(O)c1ccccc1NS(=O)(=O)c1ccc(NN=Cc2ccccc2F)c([N+](=O)[O-])c1	?	13%	?	24µM*	79µM*	-0.1
18	O=C(c1cc(-c2ccco2)nn1-c1cccc(Cl)c1)N1CCCCC1	?	-4%	-82*	27µM*	56µM*	-0.5

# From PubChem BioAssay
